# Compound activity deposited in PubChem by Sanford-Burnham Center for Chemical Genomics.
# SENP6 inh = blocks the human protease SENP6; Q9GZR1; Recombinant SENP6 catalytic domain, aminoluciferin luminescence; inhibition, % at 10 µM; 330,000 tested, 1.8% active;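 active means inhibition above about 50% at the single tested dose, limit read from the data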;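 further: plate controls were DMSO wells with enzyme for no effect and DMSO wells lacking enzyme for full effect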
# Target sequence (Q9GZR1 628-1112 limits assumed): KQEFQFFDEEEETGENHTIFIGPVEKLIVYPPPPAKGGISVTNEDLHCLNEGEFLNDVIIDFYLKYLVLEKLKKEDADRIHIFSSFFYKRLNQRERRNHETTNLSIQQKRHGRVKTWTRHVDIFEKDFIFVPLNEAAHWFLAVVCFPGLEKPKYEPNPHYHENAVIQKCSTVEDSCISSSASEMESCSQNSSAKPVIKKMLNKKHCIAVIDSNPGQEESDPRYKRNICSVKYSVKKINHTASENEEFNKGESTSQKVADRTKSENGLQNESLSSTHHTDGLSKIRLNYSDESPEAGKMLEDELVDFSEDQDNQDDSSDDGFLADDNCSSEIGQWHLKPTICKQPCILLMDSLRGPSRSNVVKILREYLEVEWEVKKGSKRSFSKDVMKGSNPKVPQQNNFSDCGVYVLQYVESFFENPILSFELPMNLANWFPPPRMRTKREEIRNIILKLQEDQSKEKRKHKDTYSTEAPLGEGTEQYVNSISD
# PfGluPho inh = PfG6PD (Plasmodium falciparum) enzyme inhibition; PfGluPho enzyme, NADPH resazurin-diaphorase fluorescence; inhibition, % at 20 µM; 350,000 tested, 0.78% active;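 active means inhibition reaching at least a set limit at 20 µM in the primary screen, cut at about 59% in these data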;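 further: 0% = DMSO wells with substrate and 100% = DMSO wells lacking glucose-6-phosphate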
# SENP8 block = inhibitors of human SENP8 protease; recombinant SENP8, Nedd8 substrate fluorescence; inhibition, % at 20 µM; 360,000 tested, 0.64% active; in the data active means inhibition mostly above about 40%, no sharp cut-off; inactive means mostly below about 27%
# Target sequence (Q96LD8 whole entry, looked up): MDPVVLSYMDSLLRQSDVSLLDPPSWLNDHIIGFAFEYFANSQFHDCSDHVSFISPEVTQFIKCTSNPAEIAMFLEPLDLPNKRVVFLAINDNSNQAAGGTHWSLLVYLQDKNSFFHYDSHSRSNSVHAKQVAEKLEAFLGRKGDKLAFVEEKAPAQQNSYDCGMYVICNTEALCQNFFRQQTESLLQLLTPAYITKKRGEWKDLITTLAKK
# HKDC1 inh = HKDC1 (human) hexokinase inhibition; 340,000 tested, 0.16% active; recombinant HKDC1, G6PDH/diaphorase resazurin coupled fluorescence; Q2TB90; inhibition, % at 20 µM;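 active means inhibition above about 35% when tested at 20 µM, limit read from the data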;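 further: plate controls were DMSO wells with enzyme for no effect and DMSO wells lacking enzyme for full effect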
#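 test system = in-house recombinant HK5 (HKDC1) enzyme | amount = HKDC1 at 5 µg/mL | control set = DMSO-enzyme wells negative, buffer-substituted wells positive | compound = one dose of 20 µM, 1% DMSO | schedule = reaction time 90 min, room temperature, protected from light | technique = resorufin fluorescence at 613 nm | reagent = glucose with 1 mM ATP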
# SENP7 inh = SENP7 protease inhibition; inhibition, % at 5 µM; AID 434973; recombinant SENP7, Z-RLRGG-aminoluciferin luminescence, 40 min; 330,000 tested, 1.5% active; Q9BQF6;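 active means inhibition above about 50% at the single test dose, limit read from the data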;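 further: plate controls were DMSO with enzyme for no effect and no enzyme buffer wells for full effect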
# GRIN3A LBD mod = modulators (binders) of human NR3A ligand-binding domain; Tm shift relative to glycine control, % at 25 µM; NR3A LBD differential scanning fluorimetry, Tm shift; 0% = protein alone, 100% = glycine-bound protein; AID 1259313; 340,000 tested, 2.5% active;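 active means melting temperature shift of at least 10% of the positive control shift, at one fixed dose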
# ATG4B inh = inhibitors of human ATG4B cysteine protease; inhibition, % at 8.33 µM; ATG4B cleavage of LC3-PLA2, NBD-HPC fluorescence, 1 h; AID 504462; 340,000 tested, 0.51% active; Q9Y4P1; in the data active means inhibition above about 40%
# Target sequence (Q9Y4P1 whole entry, looked up): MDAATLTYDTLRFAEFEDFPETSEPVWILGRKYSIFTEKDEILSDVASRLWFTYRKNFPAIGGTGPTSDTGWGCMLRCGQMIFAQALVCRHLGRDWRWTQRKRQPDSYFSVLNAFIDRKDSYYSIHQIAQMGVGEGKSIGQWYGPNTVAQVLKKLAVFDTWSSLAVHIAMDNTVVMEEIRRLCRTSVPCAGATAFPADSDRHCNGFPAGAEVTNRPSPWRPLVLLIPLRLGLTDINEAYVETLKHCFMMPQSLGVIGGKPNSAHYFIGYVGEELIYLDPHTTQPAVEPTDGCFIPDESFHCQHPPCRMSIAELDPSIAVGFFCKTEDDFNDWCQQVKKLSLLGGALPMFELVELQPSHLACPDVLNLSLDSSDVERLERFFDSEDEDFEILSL
# MPTP block = blocks calcium-induced mitochondrial swelling. isolated mouse mitochondria, Ca2+ swelling absorbance, 30 min. inhibition, % at 10 µM. 360,000 tested, 1.4% active. AID 602449;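 active means inhibition of 50% or more, scaled per plate between neutral and stimulator controls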;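 further: 0% = DMSO wells given calcium and 100% = 1 mM EGTA wells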
# Starred values were filed as active, the others as inactive; · = no result given.
SMILES,SENP6 inh,PfGluPho inh,SENP8 block,HKDC1 inh,SENP7 inh,GRIN3A LBD mod,ATG4B inh,MPTP block
O=C(N[C@@H]1C/C=C\C[C@@H](CC(=O)N(CCO)Cc2ccccc2)C(=O)N[C@H](Cc2ccccc2)COC1=O)OCC1c2ccccc2-c2ccccc21,-18.1,15.5,-5.1,-0.2,3.4,-0.6,-12.7,0.6
CC(C)C[C@H](NC(=O)Nc1ccccc1F)C(=O)O,-10.5,-13.2,19.6,-0.7,6.9,-0.9,-0.5,-1.4
CCCN1CCC(NC(=O)Nc2cc(Cl)ccc2OC)CC1,-8.2,1.1,10.2,-10.1,-0.5,1.4,-11.2,2.0
Cc1cccc(NC(=O)CSCc2cc(=O)n3ccsc3n2)c1C,-10.5,-7.0,7.1,-6.8,-17.5,-1.5,4.1,-0.1
Cc1nn2c(-c3ccncc3)ccnc2c1Br,-6.8,-10.1,8.1,-3.9,3.0,0.1,-7.7,-5.1
O=C(N=C1SC2CS(=O)(=O)CC2N1c1ccc(Cl)cc1Cl)C1CCCO1 (centres undefined),11.6,4.6,13.6,1.5,-9.4,-1.4,-2.1,0.4
CN(CC(=O)Nc1cccc(F)c1)C(=O)c1ccc(OCC2CCCO2)cc1 (centres undefined),-4.6,-6.7,7.4,-0.9,0.6,4.9,-7.4,-0.4
CSCc1c(C(=O)Nc2ccc(N3CCOCC3)cc2)oc2ccccc12,-18.0,16.8,20.0,0.3,1.2,-2.7,18.4,2.1
Brc1ccc2nc(-c3cccs3)c(NCC3CCCO3)n2c1 (centres undefined),27.3,24.8,-16.8,-8.0,8.5,0.2,-10.0,-0.6
O=C(O)CSc1nnc(Cc2ccccc2)n1-c1ccccc1,-4.2,-15.6,8.6,-4.0,-4.5,1.4,-4.9,-3.1
O=C(Cc1ccc(NC(=O)C2CCCN(C(=O)C3CCCC3)C2)cc1)Nc1cccc(C(=O)N2CCCC2)c1 (centres undefined),·,-0.1,5.5,-4.9,·,2.5,1.8,-1.0
CCOC(=O)N1CCc2c(sc(NC(=O)CN3CCN(C)CC3)c2C(=O)Nc2ccccc2)C1,-15.5,9.5,-11.8,-3.6,-11.4,0.0,-4.5,-0.2
Cc1ccc(/C=C/C(=O)O)cc1S(=O)(=O)N1CCCCC1,-6.3,5.1,11.9,-0.1,1.0,-0.4,4.8,0.6
Cc1scc(C(=O)NNC(=S)NCc2ccccc2)c1C,3.3,-0.7,11.6,5.8,6.7,-0.1,-3.7,0.4
COC(=O)c1cccc(NS(=O)(=O)c2ccc(NC(C)=O)cc2)c1C,-18.4,1.1,11.8,-3.9,0.4,0.5,5.8,12.5
Cc1cnc(C(=O)OCc2nc3ccsc3c(=O)[nH]2)cn1,-8.9,0.4,-73.2,2.0,-5.7,-0.1,-5.8,-0.3
CCCCCCCCNC(=O)/C(C#N)=C/c1ccccc1[N+](=O)[O-],6.1,17.7,5.0,17.4,-7.5,-15.5,16.4,2.2
COc1ccc(NC(=O)CSCc2ccc(C#N)cc2)c(OC)c1,5.2,16.8,8.0,-2.1,5.6,0.7,-5.2,-0.5
O=C(N/N=C/c1ccc[nH]1)c1ccc(O)cc1,-5.7,-1.5,-125.3,-0.6,-5.4,-12.2,-4.5,0.3
O=S1(=O)c2ccccc2OC(COCc2ccccc2)CN1C1CC1 (centres undefined),·,3.2,4.7,22.1,1.4,-1.2,3.9,-1.3
Cc1cccc(N(CC(=O)NCC2CCCO2)C(=O)CCC(=O)Nc2cc(C)on2)c1 (centres undefined),-15.7,0.1,13.2,2.8,-5.4,0.3,-9.9,-1.3
O=C(NC1CCCCC1)C(c1cccs1)N(Cc1cccs1)C(=O)c1cccs1 (centres undefined),-5.8,7.9,12.4,-2.3,-8.8,2.3,-17.8,6.6
CC(=C\C(=O)O)/C(=C/c1ccco1)C(=O)O,-22.7,18.3,17.4,-1.7,2.4,-1.2,-3.5,0.4
COc1ccc(NC(=O)C2=NN(C3CCS(=O)(=O)C3)C(=O)CC2)cn1 (centres undefined),-4.6,22.7,18.9,-9.1,8.1,-1.2,0.1,-0.4
N#Cc1nc(-c2cccs2)oc1N1CCN(c2ccccc2)CC1,0.4,19.6,-289.4,-7.6,-0.3,-2.2,1.1,0.6
NS(=O)(=O)c1ccc(CCNC(=O)/C=C/c2cccc([N+](=O)[O-])c2)cc1,6.1,0.2,5.6,-1.7,-2.9,0.0,5.1,0.1
O=C1CC(N2CCN(C/C=C/c3ccccc3)CC2)C(=O)N1Cc1ccc(N2CCCC2=O)cc1 (centres undefined),6.9,7.1,7.9,-12.6,1.6,-4.0,-15.3,7.1
O=c1cc(N2CCN(Cc3ccccc3)CC2)c(-c2ccccc2)n[nH]1,2.1,-7.1,2.7,0.7,-6.1,1.9,-9.9,-0.9
CCc1ccc(OCC(=O)OC2CCS(=O)(=O)C2)cc1 (centres undefined),-8.0,-7.5,6.6,-6.9,7.3,-0.1,-1.8,-0.3
O=C(Nc1cccc(Cn2cccn2)c1)c1cc2c(s1)CCCC2,41.7,22.2,5.6,7.8,34.5,-6.1,11.5,0.0

# Entries of single compounds from above. Values in the order: SENP6 inh | PfGluPho inh | SENP8 block | HKDC1 inh | SENP7 inh | GRIN3A LBD mod | ATG4B inh | MPTP block
# Profile of NS(=O)(=O)c1ccc(CCNC(=O)/C=C/c2cccc([N+](=O)[O-])c2)cc1 → 6.1 | 0.2 | 5.6 | -1.7 | -2.9 | 0.0 | 5.1 | 0.1
# Profile of O=C(NC1CCCCC1)C(c1cccs1)N(Cc1cccs1)C(=O)c1cccs1 (centres undefined) → -5.8 | 7.9 | 12.4 | -2.3 | -8.8 | 2.3 | -17.8 | 6.6
# Profile of COc1ccc(NC(=O)C2=NN(C3CCS(=O)(=O)C3)C(=O)CC2)cn1 (centres undefined) → -4.6 | 22.7 | 18.9 | -9.1 | 8.1 | -1.2 | 0.1 | -0.4
# Profile of CCc1ccc(OCC(=O)OC2CCS(=O)(=O)C2)cc1 (centres undefined) → -8.0 | -7.5 | 6.6 | -6.9 | 7.3 | -0.1 | -1.8 | -0.3
# Profile of O=C1CC(N2CCN(C/C=C/c3ccccc3)CC2)C(=O)N1Cc1ccc(N2CCCC2=O)cc1 (centres undefined) → 6.9 | 7.1 | 7.9 | -12.6 | 1.6 | -4.0 | -15.3 | 7.1

# Remaining list, next part.
SMILES,SENP6 inh,PfGluPho inh,SENP8 block,HKDC1 inh,SENP7 inh,GRIN3A LBD mod,ATG4B inh,MPTP block
S=c1[nH]nc(COc2ccccc2)n1/N=C/c1ccc(Br)cc1,-13.8,12.3,12.5,2.5,-11.1,-22.4,18.5,1.7
COc1ccc(NC(=O)CSc2nnc(-c3cccnc3)o2)c(OC)c1,-14.3,25.9,9.9,-4.2,7.2,3.2,-13.0,-0.7
COc1ccc(NC(=O)c2cn(-c3ccccc3)nc2SC)cc1,0.1,46.1,2.5,-0.7,5.8,18.1*,-15.7,25.9
Cc1sc2ncnc(N3CCC(C(=O)NNC(=O)COc4ccccc4Cl)CC3)c2c1C,3.0,-10.7,8.0,3.9,-1.9,-5.3,0.0,-1.4
Cc1c(C(=O)N2CCOCC2)oc2c1C(=O)CC(C)(C)C2,1.1,3.8,1.1,-9.9,-3.4,1.0,4.8,-0.4
Cc1ccnc(NS(=O)(=O)c2ccc(CC(C)C)cc2)c1,-51.7,-19.2,-173.7,-8.5,-1.0,-14.2,-15.3,0.4
CC(/C=N/NC(=O)Cc1cccn1C)=C\c1ccccc1,-1.5,1.5,8.7,-8.0,5.2,-0.9,-2.0,-0.4
COc1ccc2[nH]c3c(c2c1)CCN1C(=O)N([C@@H](C)C(=O)NCCc2ccc(F)cc2)C(=O)[C@]31C,-1.6,0.1,36.7,-2.7,-0.6,-0.5,-36.8,-0.6
COc1ccc(NS(=O)(=O)c2cc(NC(=O)c3ccc(=O)[nH]c3)ccc2N2CCCC2)cc1,-3.9,8.6,-51.3,0.7,-2.0,-17.1,-19.9,1.4
Cc1ccc(S(=O)(=O)Oc2ccc(/C=C(/NC(=O)c3ccccc3)C(=O)NCC(=O)O)cc2)cc1,-12.3,-26.7,-78.6,-4.0,2.3,0.7,8.0,-3.0
CSc1nsc(SCC(=O)N2CCc3ccccc32)n1,-6.0,9.2,13.0,-5.8,2.5,1.3,-3.7,-3.0
CC(C)c1ccccc1OCC(O)CN(CC(O)COc1cccc2ccccc12)C(C)C (centres undefined),-38.4,33.7,10.1,3.6,-6.0,-0.3,2.1,61.5*
CC(C)C(=O)N1CCN(c2nc(-c3ccc(Cl)cc3)cs2)CC1,-11.0,13.3,5.8,-5.2,2.0,0.2,-6.3,4.8
CCC(C)c1ccc(NC(=O)c2c([N+](=O)[O-])cnn2CC)cc1 (centres undefined),-26.0,20.1,5.5,0.8,-10.9,-2.4,4.2,1.7
O=C1/C(=C/c2ccc(O)c(O)c2)SC(=S)N1Nc1ccccc1,·,-2.0,28.2,9.1,·,16.4*,6.9,100.9*
Nn1cnnc1SCC(=O)Nc1ccc2c(c1)OCCO2,-9.2,10.9,-32.8,-8.6,-3.9,2.2,-11.5,-0.6
COc1cc([N+](=O)[O-])ccc1NC(=O)CSc1nncn1-c1cccnc1,3.6,3.4,13.1,7.5,-4.2,-1.2,7.6,1.2
CCN(CC)S(=O)(=O)c1cc(NC(=O)CN2C(=O)NC3(CCCc4ccccc43)C2=O)ccc1C (centres undefined),-5.0,4.8,20.0,-4.2,1.3,-7.2,-8.8,1.3
C/C(=N/NC(=O)c1ccc2c(c1)OCO2)c1ccc(NC(=O)C(F)(F)F)cc1,·,-1.5,12.7,-2.5,·,-7.5,9.3,-0.8
Cc1ccc(-c2cnc(NCc3cc4c(cc3[N+](=O)[O-])OCO4)n2C)cc1C,-12.6,10.9,5.2,-4.3,-9.6,-6.3,-10.9,-1.5
CC(C)c1nc(SCC(=O)Nc2ccc([N+](=O)[O-])cc2Br)n[nH]1,2.0,21.7,22.4,6.4,-7.3,10.7*,-2.1,18.9
CC(O)CNc1nc2c(c(=O)n(C)c(=O)n2C)n1Cc1cccc(C(F)(F)F)c1 (centres undefined),-17.2,-18.1,28.0,-3.8,0.0,-4.1,-4.0,0.0
CCOC(=O)C1=C(CNCCc2ccc(Cl)cc2)NC(=O)NC1c1cccc([N+](=O)[O-])c1 (centres undefined),8.8,-2.4,28.7,5.3,-11.8,-10.0,4.0,3.7
COc1cc(CN2CCN(c3ccccc3F)CC2)c([N+](=O)[O-])cc1OC,7.8,24.3,-21.2,-9.8,-1.5,1.0,2.2,1.5
COc1ccc(S(=O)(=O)N2CCN(S(=O)(=O)c3ccc4c(c3)OCCO4)CC2)cc1,-31.1,-19.6,-16.4,-0.1,2.5,1.3,-3.0,-4.9
CC(Nc1cc(N2CCN(S(C)(=O)=O)CC2)ccc1[N+](=O)[O-])c1ccccc1 (centres undefined),11.6,59.7*,33.3,1.2,-4.7,-8.3,-25.3,-1.0
CC(NC(=O)OCc1ccccc1)c1ccccc1 (centres undefined),-22.7,5.0,-0.7,-3.8,1.4,2.4,-5.4,0.3
COc1cccc(C(=O)NC(=S)Nc2nnn(C)n2)c1,-13.5,-0.3,9.2,8.7,7.4,0.6,0.2,-0.9
O=C(CN1CCN(S(=O)(=O)c2ccc(Br)cc2)CC1)N/N=C/c1ccncc1,-22.7,4.2,14.3,-1.8,-3.5,1.3,2.1,-0.5
O=C(Nc1ccc2c(c1)OCCO2)c1c(F)cccc1F,26.0,8.0,13.1,-7.8,4.6,-0.5,-0.3,-0.5
S=C(NCc1ccncc1)Nc1cccc(Cl)c1,1.8,-7.7,17.9,-5.0,4.2,0.8,2.5,3.5
O=C(CN1C(=O)COc2ccccc21)N1CCN(c2ccccc2F)CC1,-12.7,3.9,10.2,-9.4,-3.4,-0.9,6.3,-0.7
CCOc1ccc(N(CC(=O)NCCc2ccccc2)C(=O)CCC(=O)Nc2nccs2)cc1,-6.5,7.1,3.7,-5.9,-1.3,-3.0,-12.8,-3.4
COc1ccccc1N1CCN(CC(=O)Nc2cccc(F)c2)CC1,-5.6,-18.6,21.9,1.1,-8.1,-5.3,7.3,-0.7
